# PRC2 inh = EZH2 (human) methyltransferase inhibition; inhibition, % at 12.5 µM; PRC2 H3K27 methylation, DELFIA TRF, 1 h; Q15910; actives 0.35% (n = 57,000);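 active means mean inhibition of replicates at least 50% and every single replicate also reaching 50%; inconclusive means mean inhibition at least 50% but some replicate falls below 50%; inactive means mean inhibition under 50%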;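 further: dimethyl H3K27 on biotinylated H3 21-44 peptide detected by antibody; plate controls were median neutral control wells for no effect and median positive control wells for full effect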
# IDH1 mut inh = blocks human IDH1 R132H reductase activity. O75874. inhibition, % at 10 µM. AID 624101. actives 0.18% (n = 70,000). diaphorase/resazurin fluorescence, 60 min; in the data active means inhibition above about 34%; inconclusive means no clear call, values can overlap the other calls; inactive means below about 11%;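 further: 0% = DMSO and 100% = no enzyme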
# Target sequence (O75874 whole entry R132H): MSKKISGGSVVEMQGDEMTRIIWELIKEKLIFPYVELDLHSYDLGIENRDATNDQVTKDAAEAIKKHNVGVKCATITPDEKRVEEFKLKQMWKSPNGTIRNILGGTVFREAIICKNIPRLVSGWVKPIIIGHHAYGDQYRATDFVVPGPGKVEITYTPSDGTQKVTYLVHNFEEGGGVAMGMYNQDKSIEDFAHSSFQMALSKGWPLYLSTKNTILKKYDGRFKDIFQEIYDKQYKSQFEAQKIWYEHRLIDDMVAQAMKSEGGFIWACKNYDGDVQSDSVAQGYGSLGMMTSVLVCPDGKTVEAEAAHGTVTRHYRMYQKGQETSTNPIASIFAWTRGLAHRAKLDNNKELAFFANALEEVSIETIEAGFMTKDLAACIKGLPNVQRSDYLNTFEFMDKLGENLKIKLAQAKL
# Numbers without * were called inactive; ? = inconclusive; . = not tested or not shown; & = joins results of further samples. Not all compounds are listed. The share of hits here may be higher or lower than overall.
SMILES,PRC2 inh,IDH1 mut inh
CC(/C=C/C(=O)NO)=C\c1ccccc1OC[C@@H]1C=C2c3cccc4[nH]cc(c34)C[C@H]2N(C)C1,-72,0.1
COc1cc(OC)c(OC)cc1C=O,4,-3.4
CN1CCN(CC(=O)Nc2ccc(Br)cc2C(=O)c2ccccc2)CC1,.,0.1
CCN1C[C@]2(C)CC[C@H](OC)[C@@]34C1[C@@]1(OCO[C@@]15C[C@H](OC)[C@H]1C[C@]3(O)[C@@H]5[C@H]1OC)[C@@H](OC(C)=O)[C@H]24,19,-0.9
CN1C2CCC1CC(OC(=O)c1cc(Cl)cc(Cl)c1)C2 (centres undefined),.,-0.9
O=C(O)CCCc1ccc(N(CCCl)CCCl)cc1,.,1.4
CCC(C)/C=C(C)/C=C/C1=CC2=C(Cl)C(=O)C(C)(OC(C)=O)C(=O)C2=CO1 (centres undefined),-8,.
Cc1nnc2ccc(-c3cccc(C(F)(F)F)c3)nn12,-1,0.6
CNc1ccc2oc(C[C@H]3O[C@@]4(CC[C@H]3C)O[C@H]([C@H](C)C(=O)c3ccc[nH]3)[C@H](C)C[C@H]4C)nc2c1C(=O)O,2,0.2
CCC(O)CC1CCCC(CC(O)c2ccccc2)N1C (centres undefined),.,-0.2

# Quoted from the entries so far, six compounds:
SMILES,PRC2 inh,IDH1 mut inh
CN1C2CCC1CC(OC(=O)c1cc(Cl)cc(Cl)c1)C2 (centres undefined),.,-0.9
O=C(O)CCCc1ccc(N(CCCl)CCCl)cc1,.,1.4
CCC(C)/C=C(C)/C=C/C1=CC2=C(Cl)C(=O)C(C)(OC(C)=O)C(=O)C2=CO1 (centres undefined),-8,.
Cc1nnc2ccc(-c3cccc(C(F)(F)F)c3)nn12,-1,0.6
CNc1ccc2oc(C[C@H]3O[C@@]4(CC[C@H]3C)O[C@H]([C@H](C)C(=O)c3ccc[nH]3)[C@H](C)C[C@H]4C)nc2c1C(=O)O,2,0.2
CCC(O)CC1CCCC(CC(O)c2ccccc2)N1C (centres undefined),.,-0.2

# (list continues)
SMILES,PRC2 inh,IDH1 mut inh
C/C=C(\C)C(=O)OC1C(C)=C2C(C1OC(=O)CCCCC)C(C)(OC(C)=O)CC(OC(=O)CCC)C1(O)C2OC(=O)C1(C)O (centres undefined),.,0.9
c1ccc(CC(c2ccccc2)N2CCCCC2)cc1 (centres undefined),.,-1.0
CN(CC(=O)Nc1ccc(Cl)cc1C(=O)c1ccccc1)S(=O)(=O)c1ccc(Cl)cc1,2,0.1
c1cc(Cc2cnc[nH]2)ccn1,9,0.3
C[C@@H]1CN([C@@H](C)CO)C(=O)CCCn2nncc2CO[C@@H]1CN(C)C(=O)Oc1ccc2ccccc2c1,-2,-3.1
O=C(c1ccco1)c1cn(CCCOc2ccccc2)c2ccccc12,40,2.0
CCCN[C@@H]1CCc2c(OC)cccc2[C@@H]1C,-2,-0.7
COc1c2c(c(CC=C(C)C)c3oc(=O)c(-c4ccc(O)cc4)c(O)c13)OC(C)(C)C=C2,4,3.6
Fc1ccc(Sc2c(F)c(F)nc(N3CCNCC3)c2F)cc1,-10,.
CC(C)c1cccc(C(C)C)c1O,.,-1.7
CCCN1CCCC2Cc3[nH]ncc3CC21 (centres undefined),.,-0.2
COP(=S)(OC)Oc1ccc(SC)c(C)c1,8,2.0
O=C1NC(=O)C(CCc2ccncc2)(CCc2ccncc2)C(=O)N1c1ccccc1F,.,6.1
C[N+]1=Cc2cc3c(cc2CC1)OCO3,-10,1.2
CNC(=O)CSP(=S)(OC)OC,-7,2.7
C[C@]12CCC(=O)C=C1C=CC1C2CC[C@@]2(C)C1CC[C@@]2(O)CCC(=O)O (some centres undefined),.,0.0
Cn1cccc1CNCCc1ccc(F)cc1,?,0.3
CCCCC/C=C\C/C=C\C/C=C\C/C=C\CCCC(N)=O,8,0.4
CCc1c(C(=O)OC)ncc2[nH]c3cc(OC)c(OC)cc3c12,5,-0.5
CN1CCN(C(=O)COc2ccc(S(=O)(=O)NC3CCCCC3)cc2Cl)CC1,28,0.2
O=c1c2ccccc2nc(CSc2ccccn2)n1-c1ccccc1Cl,7,-0.1
N#Cc1c(Oc2cccc(OS(=O)(=O)CCCC(F)(F)F)c2)cccc1C(F)(F)F,36,-0.1
Cc1nnc2n1-c1sc(CCC(=O)N3CCOCC3)cc1C(c1ccccc1Cl)=NC2,6,1.0
CO[C@@H]1[C@H](O)[C@@H](O[C@@H]2C[C@H]3CC[C@@H]4C(CC[C@]5(C)[C@@H](C6=CC(=O)OC6)CC[C@]45O)[C@@]3(C)[C@H](O)C2)O[C@H](C)[C@@H]1O[C@@H]1O[C@H](CO)[C@@H](O)[C@H](O)[C@H]1O (some centres undefined),7,1.3
N#CC(C#N)=Cc1ccc(O)cc1,-9,0.6
CC1(C)C2CC(=O)[C@]3(C)C(CC[C@@]4(C)[C@H](c5ccoc5)OC(=O)C5OC543)[C@@]2(C)[C@@H](O)C[C@H]1O (some centres undefined),.,0.0
CC(=O)Oc1ccc(/C=C/c2cc(OC(C)=O)cc(OC(C)=O)c2)cc1,2,-1.5
COc1cc(C)c(Oc2cc(C)cc(O)c2)c(O)c1,.,-0.2
Cc1cc(C)cc(C(=O)OC2CC3CCC(C2)N3C)c1 (centres undefined),.,0.3
CO/C1=C/C(C)=C/[C@@H](C)[C@@H](O)[C@@H](C)C/C(C)=C/C=C\[C@H](OC)[C@@H]([C@@H](C)[C@@H](O)[C@H](C)[C@@]2(O)C[C@@H](O)[C@H](C)[C@@H](C(C)C)O2)OC1=O,.,1.5
CC1OC(O[C@H]2C[C@@H](O)[C@]3(CO)[C@H]4[C@H](O)C[C@]5(C)[C@@H](C6=CC(=O)OC6)CC[C@]5(O)[C@@H]4CC[C@]3(O)C2)C(O)C(O)C1O (some centres undefined),.,-0.2
Cc1ccc(-n2c(CNCc3cccnc3)nc3ccccc3c2=O)cc1,-5,0.0
NCCc1cccc(O)c1,.,0.0
COc1ccc(OC(=O)N(C)C[C@@H]2OCc3cnnn3CCCC(=O)N([C@H](C)CO)C[C@H]2C)cc1,7,.
NC1(c2ccccc2Cl)CCCCC1=O (centres undefined),.,-0.5
COc1ccc2c3c1O[C@H]1[C@@H](O)CC=C4[C@@H](C2)N(C)CC[C@]431,5,0.5
CCN1C[C@]2(C)CC[C@H](O)[C@]34C1[C@H](C[C@H]23)[C@@]1(O)C[C@H](OC)[C@H]2C[C@@H]4[C@@H]1C2O (some centres undefined),.,-1.1
COC1=CC(=O)O[C@@H](/C=C/c2ccccc2)C1,2,-0.1
CCNCC(O)c1cccc(O)c1 (centres undefined),.,-0.5
Cc1ccc(OC(=O)N(C)C[C@H]2OCc3cnnn3CCCC(=O)N([C@@H](C)CO)C[C@@H]2C)cc1,.,-0.5
c1ccc2c(c1)[nH]c1cnccc12,11,-0.1&0.1
CC(C)[C@]12O[C@H]1[C@@H]1O[C@]13[C@]1(O[C@H]1C[C@H]1C4=C(CC[C@@]13C)C(=O)OC4)[C@@H]2O,-21,0.8
COc1ccccc1OCCCn1cc(C(=O)c2ccccc2)c2ccccc21,39,-0.1
C=C1[C@]23C(=O)O[C@@H](C)[C@]2(O)C(=O)O[C@@]1(C)[C@H](OC(C)=O)C1=C(C)[C@@]2(C=CC(=O)OC2(C)C)CCC13C (some centres undefined),11,-0.4
CN1CCC2(c3cccc(O)c3)Cc3nc4ccccc4cc3CC2C1 (centres undefined),.,0.6
Cc1ccc(-c2nc3ccc(C)cn3c2CC(=O)N(C)C)cc1,-20,0.4
CCCN(CCC)C1Cc2cc(OC)c(OC)cc2C1,5,-1.1
CN(C(=O)Cc1ccccc1)C(CN1CCCC1)c1ccccc1 (centres undefined),.,0.2
COc1ccc2c(c1)/C(=C/c1cnc[nH]1)C(=O)N2,-9,.
CCCn1c(C)c(C(=O)c2cccc3ccccc23)c2ccccc21,31,-1.0

# Continuation:
SMILES,PRC2 inh,IDH1 mut inh
CN(C)Cc1c[nH]c2ccccc12,2,0.9
CCCCC/C=C\C/C=C\C/C=C\C/C=C\CCCC(=O)N[C@H](C)CO,8,-0.6
c1cncc(CNCCc2c[nH]c3ccccc23)c1,-1,0.4
CCC(=O)Nc1ccc(Cl)c(Cl)c1,2,0.2
c1ccc2sc(C3(N4CCCCC4)CCCCC3)cc2c1,7,-1.4
COC[C@H]1OC(=O)c2coc3c2[C@@]1(C)C1=C(C3=O)C2CCC(=O)[C@@]2(C)C[C@H]1OC(C)=O (some centres undefined),.,0.1
C[C@@H]([C@H](O)c1ccccc1)N(C)C,17,.
CCC1CC2CC3(C(=O)OC)c4[nH]c5ccc(OC)cc5c4CCN(C2=O)C13 (centres undefined),.,-0.1
CC1C/C=C/C2C3OC3(C)C(C)C3C(Cc4ccccc4)NC(=O)C23OC(=O)O/C=C/C(C)(O)C1=O (centres undefined),.,2.0
CNC(C)C(O)c1ccccc1 (centres undefined),.,0.4
CCOC(=O)c1cc2c(cn1)[nH]c1ccccc12,17,-1.0
COc1cc2c(cc1-c1cc3cc4ccoc4cc3oc1=O)OCO2,-6,0.4
O=c1c2ccccc2nc(CSc2ncnc3ccccc23)n1-c1ccccc1F,.,0.2
COC(=O)C1CC(=O)C[C@H]2[C@]3(C)C[C@@H](c4ccoc4)OC(=O)[C@H]3CC[C@@]12C (some centres undefined),-16,0.4
COc1cc(C2c3cc4c(cc3CC3COC(=O)C32)OCO4)cc(OC)c1OC (centres undefined),.,0.3
C[C@H](CO)N1C[C@H](C)[C@@H](CN(C)C(=O)Oc2ccc3ccccc3c2)OCc2cn(nn2)CCCC1=O,-12,.
CNc1ccc2oc(C[C@@H]3OC4(CC[C@@H]3C)O[C@H](C(C)C(=O)c3ccc[nH]3)[C@H](C)C[C@H]4C)nc2c1C(=O)O (some centres undefined),.,0.4
NCCc1ccccn1,2,0.3
CC[C@H]1C2C[C@H]3[C@@H]4N(C)c5ccccc5C45C[C@H](C2[C@H]5O)N3[C@@H]1O (some centres undefined),.,0.3
C=C1CC[C@]2(O)[C@]3(C)C[C@@]4(O)O[C@@]2([C@@H]1O)[C@]1(O)[C@@]3(O)[C@H]([C@H](OO)c2ccc[nH]2)[C@](C)(C(C)C)[C@@]14C,-3,-0.1

# In the list so far, these contain two or more sulfur atoms.
SMILES,PRC2 inh,IDH1 mut inh
COP(=S)(OC)Oc1ccc(SC)c(C)c1,8,2.0
CNC(=O)CSP(=S)(OC)OC,-7,2.7

# (list continues)
SMILES,PRC2 inh,IDH1 mut inh
C[C@@H]1Cc2c(Cl)cc(C(=O)N[C@@H](Cc3ccccc3)C(=O)O)c(O)c2C(=O)O1,1,0.4
Oc1ccc2c3c1O[C@H]1[C@@H](O)CC[C@@]4(O)[C@@H](C2)N(CC2CCC2)CC[C@]314,15,-0.9
C/C=C1/C[N+]2(C)CCC34C(=C(C=O)[C@H]1C[C@@H]32)Nc1ccccc14 (some centres undefined),.,-0.6
C[C@H]1CN([C@@H](C)CO)C(=O)CCCn2cc(nn2)CO[C@@H]1CN(C)C(=O)Oc1ccc2ccccc2c1,4,-0.3
COC(=O)c1cc2c(cn1)[nH]c1ccccc12,3,-0.6
CCOC(=O)[C@@H]1[C@@H]2NC(=S)N[C@@]1(C)Oc1ccccc12,-9,.
CCCN(CCC)C1CCc2cccc(O)c2C1 (centres undefined),.,-0.3
COc1ccc(C(=O)O)cc1OC,-3,-0.1
CN1C(=O)[C@@H](NC(=O)c2cc3ccccc3[nH]2)N=C(c2ccccc2)c2ccccc21,-32,0.1
Cc1ccc(OC(=O)N(C)C[C@@H]2OCc3cnnn3CCCC(=O)N([C@H](C)CO)C[C@@H]2C)cc1,-1,0.6
S=C(NC1CCCCC1)N1CCC(c2cnc[nH]2)CC1,5,6.5
O=c1ccc2[nH]cc(C3=CCNCC3)c2[nH]1,-1,2.9
[N-]=[N+]=Nc1cccc(C(=O)O)c1,-6,0.3
CC(=O)c1c(O)c(C)c(O)c(Cc2c(O)c3c(c(C(=O)/C=C/c4ccccc4)c2O)OC(C)(C)C=C3)c1O,.,1.2&1.8
CCCCC/C=C\C/C=C\C/C=C\C/C=C\CCCCCC(=O)NCCO,18,1.7
CCOc1ccc(C(Nc2ccccc2)P2(=S)OCCCO2)cc1 (centres undefined),16,0.1
C=CCN1C[C@H](C)N([C@H](c2ccc(C(=O)N(CC)CC)cc2)c2cccc(OC)c2)C[C@H]1C,-3,-0.6
Fc1ccc(C(OCCN2CCN(C/C=C/c3ccccc3)CC2)c2ccc(F)cc2)cc1,32&46,-0.2&-0.3
CC1=CC(=O)C2=C(C)C[C@H](O)[C@@H]3[C@H](OC(=O)[C@H]3C)[C@H]12,-1,0.8
CN(C)c1ccc(/C=C2\CCCN=C2c2cccnc2)cc1,1,-1.0
CCOC(=O)[C@@H]1[C@@H]2NC(=S)N(C)[C@@]1(C)Oc1ccccc12,-7,.
COc1c(C(C)C)cc2c(c1O)[C@@]1(C(=O)O)CCCC(C)(C)C1CC2 (some centres undefined),21,0.9
C[C@@H]1CN([C@@H](C)CO)C(=O)CCCn2nncc2CO[C@@H]1CN(C)C(=O)Oc1cccc2ccccc12,3,.
O=C1/C(=C/c2ccccc2)C[C@@]2(O)C3Cc4ccc(O)c5c4[C@@]2(CCN3CC2CC2)[C@H]1O5,.,0.5
Cc1cc(C(F)F)n2nc(C(=O)Nc3ccc(Cl)cc3C(=O)c3ccccc3)nc2n1,0,0.0
C[C@@H]1CN([C@H](C)CO)C(=O)CCCn2nncc2CO[C@H]1CN(C)C(=O)Oc1ccc2ccccc2c1,3,-1.4
C=CC1C[N+]2([O-])CCC1CC2C(O)c1ccnc2ccc(OC)cc12 (centres undefined),.,0.1
COc1ccc(C(CN(C)C)C2(O)CCCCC2)cc1 (centres undefined),.,0.2&-0.5

# Copied from the list:
# Value for C[C@@H]1CN([C@H](C)CO)C(=O)CCCn2nncc2CO[C@H]1CN(C)C(=O)Oc1ccc2ccccc2c1 under PRC2 inh: 3
# Value for C[C@@H]1CN([C@@H](C)CO)C(=O)CCCn2nncc2CO[C@@H]1CN(C)C(=O)Oc1cccc2ccccc12 under PRC2 inh: 3

# Screens from PubChem.
